Screening results: PubChem, several laboratories
Hck-Nef inh – human Hck-Nef kinase inhibition. Recombinant Hck-YEEI plus Nef, Z-Lyte FRET kinase assay. P08631. actives 0.68% (n = 220,000). inhibition, % at 20 µM;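 active means Hck-Nef kinase inhibition above about 50%, limit read from the data; inactive means inhibition below that limit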;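 further: 0% = DMSO with Hck plus Nef and 100% = Hck alone without Nef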
EBV gp42 block – blocks Epstein-Barr virus glycoprotein 42 binding; Fluorescence polarization binding assay, mP read-out; AID 1085; inhibition, % (tested at 21.74 µM); Q1HVG2; actives 0.42% (n = 220,000); in the data active means inhibition above about 50%
Target sequence (Q1HVG2 whole entry, looked up): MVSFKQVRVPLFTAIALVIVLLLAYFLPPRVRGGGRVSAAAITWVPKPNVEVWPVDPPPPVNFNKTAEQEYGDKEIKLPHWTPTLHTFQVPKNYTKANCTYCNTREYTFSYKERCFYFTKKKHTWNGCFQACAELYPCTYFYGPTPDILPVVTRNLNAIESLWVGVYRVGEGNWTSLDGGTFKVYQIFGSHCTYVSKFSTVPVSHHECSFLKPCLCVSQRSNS
Runt-CBFb FRET – blocks binding of human RUNX1 Runt domain to CBFb. AID 1496. actives 0.46% (n = 220,000). inhibition, % at 20 µM. Q01196+Q13951. Cerulean-Runt/Venus-CBFb FRET ratio 530/480, 1 h;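 active means inhibition over about 50% at 20 µM in the single-dose screen, limit read from the data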;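 further: 0% = DMSO wells and 100% = excess unlabeled CBFb competitor control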
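test system = Cerulean-Runt domain fusion protein, energy donor | probe or stimulus = Venus-CBFb binding partner, 100 nM | incubation = two 1 h room-temperature incubations shielded from light | detection = fluorescence energy transfer, 422 nm excitation, 530/480 nm emission | measure = loss of energy transfer signal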
MDM2 E3 inh – Mdm2 E3 ligase (human) inhibition. Q00987. cell-based MDM2 ubiquitination luciferase reporter, 2 h; 0 = plate control, 100 = twice control, blank-subtracted. signal enhancement, % at 5 µM. actives 0.11% (n = 210,000). AID 1230;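 active means signal enhancement of 30% or more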;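 further: luminescence tracks abundance of the self-degrading MDM2-luciferase fusion protein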
Target sequence (Q00987 whole entry, looked up, the tested form may be a part): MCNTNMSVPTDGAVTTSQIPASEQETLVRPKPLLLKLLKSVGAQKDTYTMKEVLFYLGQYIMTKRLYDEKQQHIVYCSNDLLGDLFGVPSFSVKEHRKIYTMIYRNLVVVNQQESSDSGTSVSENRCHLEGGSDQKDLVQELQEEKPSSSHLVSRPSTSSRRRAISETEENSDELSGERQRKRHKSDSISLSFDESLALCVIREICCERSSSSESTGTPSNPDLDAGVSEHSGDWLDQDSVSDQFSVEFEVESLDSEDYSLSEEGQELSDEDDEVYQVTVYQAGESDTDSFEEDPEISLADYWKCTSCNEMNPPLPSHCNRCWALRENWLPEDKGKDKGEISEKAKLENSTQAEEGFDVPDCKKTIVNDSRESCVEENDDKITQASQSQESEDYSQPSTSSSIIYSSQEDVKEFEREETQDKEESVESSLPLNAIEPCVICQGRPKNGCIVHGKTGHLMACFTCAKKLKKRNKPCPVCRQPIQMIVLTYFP
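system = mammalian cells stably expressing self-ubiquitinating, self-degrading MDM2 E3–luciferase fusion | quantity = 2000 cells per well seeded | incubation = 4 h cell settling then 2 h compound exposure, 37 °C | signal = SteadyLite luminescence, 15 min reagent step | benchmarks = plate control and blank wells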
Runt-SMMHC FRET – inhibitors of human RUNX1 Runt domain binding to CBFb-SMMHC; Cerulean-Runt/Venus-CBFb-SMMHC FRET ratio 530/480, 1 h; Q01196+Q13951; actives 0.74% (n = 220,000); inhibition, % at 20 µM;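 active means mean inhibition across duplicate retests at 20 µM reaching about 50%, limit read from the data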;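 further: 0% = DMSO wells and 100% = wells with excess untagged CBFb-SMMHC; inhibitors lower the FRET ratio by blocking Runt binding to CBFb-SMMHC; some results filed as inactive read as strong as hits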
14-3-3 Bad PPI – disrupts binding of bovine 14-3-3 zeta to phospho-Bad peptide. TR-FRET 14-3-3zeta/Dy647-pBad peptide displacement, 1 h. inhibition, % at 21.7 µM. actives 0.71% (n = 220,000);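 active means inhibition above about 70%, limit read from the data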;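 further: 0% = full 14-3-3 plus peptide FRET controls and 100% = background without 14-3-3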
Target sequence (P63103 whole entry, looked up): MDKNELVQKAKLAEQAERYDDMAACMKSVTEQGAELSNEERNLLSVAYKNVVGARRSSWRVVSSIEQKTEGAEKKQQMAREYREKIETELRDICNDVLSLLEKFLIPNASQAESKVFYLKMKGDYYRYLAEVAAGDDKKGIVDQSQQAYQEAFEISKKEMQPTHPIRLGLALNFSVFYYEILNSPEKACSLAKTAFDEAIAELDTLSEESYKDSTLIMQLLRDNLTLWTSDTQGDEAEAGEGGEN
zVAD death inh – blocks zVAD induced death of L929 cells; L929 zVAD necroptosis rescue, ATP luminescence, 24 h; with zVAD 60 µM; viability rescue, % at 10 µM; actives 0.38% (n = 220,000); AID 1377;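 active means activation, scaled between plate controls, above about 75%, limit read from the data; inactive means activation under that limit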;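 further: 0% = zVAD with DMSO and 100% = DMSO alone without zVAD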
Tb hexokinase – T. brucei hexokinase 1 inhibition; inhibition, % at 10 µM; recombinant TbHK1, G6PDH-coupled NADH A340; actives 0.11% (n = 220,000);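 active means inhibition of 50% or more in the single-dose primary screen; inactive means inhibition below 50%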
NCF1 inh – blocks human p47phox regulatory protein of NADPH oxidases; p47phox/p22phox peptide binding, fluorescence polarization, 2 h; inhibition, % at 24.7 µM; actives 0.53% (n = 220,000); AID 1274;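 active means inhibition above about 30%, limit read from the data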;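 further: 0% = p47phox with labelled peptide and 100% = labelled peptide alone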
The depositor's hits bear a star; x = no result given; [ ] = dose if it differs, or a comment.

structure	Hck-Nef inh	EBV gp42 block	Runt-CBFb FRET	MDM2 E3 inh	Runt-SMMHC FRET	14-3-3 Bad PPI	zVAD death inh	Tb hexokinase	NCF1 inh
COc1ccc(CC(NC(C)=O)C(=O)NC2CCN(C(=O)c3ccc(OC)c(OC)c3)CC2)cc1OC (configuration not stated)	20	-13	2	-2	2	-5	14	0	-4
COc1cc(NC(=O)c2csc3c2CCCC3)ncn1	0	-17	1	-19	-2	-4	-0.3	-2	-13
COc1ccc(C(=O)NC(=O)Nc2ncccc2C)cc1	-1	1	3	-20	-1	0	0.5	-2	2
CCN(CC)C(=O)C(=O)N/N=C/c1ccc(C(=O)O)cc1	4	-11	3	-1	0	0	1.8	4	-9
CCc1cccc(N(C(=O)c2csnn2)C(C(=O)NC(C)(C)CC)c2ccccn2)c1 (configuration not stated)	-2	-9	-1	-14	1	-3	-1.1	2	-1
COC1(OC)N=C(N)C2(C#N)C(c3cccc(Oc4ccccc4)c3)C12C#N (configuration not stated)	1	-10	-1	-16	0	-10	1.0	-2	-9
CCCn1c(-c2cccs2)nc2nc3ccccc3nc21	47	-1	40	-8	131*	21	0.2	-16	-15
Cc1cc(/C=N/NC(N)=S)c(O)c(/C=N/NC(N)=S)c1	-43	147*	-137	-13	43	-4	0.5	-6	-7
O=C(COc1ccc(Cl)cc1)NCCSc1ccccc1	-1	-14	0	-7	-3	-12	-0.6	0	-4
COC(=O)c1ccc(NC(=O)CSc2n[nH]c(-c3ccncc3)n2)cc1	6	11	1	-16	0	-9	-0.5	-2	-8
O=C1c2ccccc2-c2cccc(C(=O)N3CCCCC3)c21	19	-14	1	-15	0	1	-0.4	-1	-13
CCCNC(=O)Nc1ccccc1SC	3	2	1	-2	3	-3	1.8	0	-5

structure	Hck-Nef inh	EBV gp42 block	Runt-CBFb FRET	MDM2 E3 inh	Runt-SMMHC FRET	14-3-3 Bad PPI	zVAD death inh	Tb hexokinase	NCF1 inh
CN(C)c1ccc(/C=N/n2ncc3ccccc32)cc1	26	-24	9	-69	43	8	1.9	-7	-8
CCOC(=O)Cn1nnnc1C(C(C)C)N(Cc1cccs1)Cc1cc2cc(C)ccc2[nH]c1=O (configuration not stated)	3	-14	-7	-26	-7	12[fluorescence artefact?]	0.5	-15	-8
CCOC(=O)Nc1ccc2c(c1)N(C(=O)C(C)N1CCCC1)c1ccccc1CC2 (configuration not stated)	-2	-8	7	4	2	1[fluorescence artefact?]	-1.2	3	-7
O=C(CN(c1ccccc1F)S(=O)(=O)c1ccccc1)NC1CCCCCC1	-2	-2	0	-10	3	-6	-0.3	-1	3
COc1ccc(N(C(=O)C(C)C)S(=O)(=O)c2ccc3c(c2)n(C)c(=O)n3C)cc1	-7	3	-3	-16	0	7[fluorescence artefact?]	-0.7	2	-10
CCCCNS(=O)(=O)c1ccc2nc(SCC(=O)Nc3sccc3C#N)[nH]c2c1	1	8	-1	-19	-7	-2	0.3	-5	-18
CC(Oc1ccccc1)C(=O)Nc1nc2c(s1)C(=O)CC(C)(C)C2 (configuration not stated)	-1	-11	-1	-7	-2	-4	0.2	-16	-6
O=C(Nc1ccc(Cl)cc1)Nc1ccccc1C(=O)O	21	-20	x	-71	x	-8	2.1	0	-3
Cc1ccc2nc(Cl)c3cc(C(=O)NCCCN4CCCC4)sc3c2c1	34	-2	-1	-22	0	1	67	-1	8
Cn1c(NC(=O)c2ccc3c(c2)OCO3)cc(=O)n(C)c1=O	-1	-12	x	-16	0	1	0.6	-23	-9
COc1ccc(-n2c3c(cc(C(=O)NC4CCSC4=O)c2=O)C(=O)CC(C)(C)C3)cc1 (configuration not stated)	-1	-7	-2	-22	0	-1	-0.6	-17	-5
COc1ccc(N2C(=O)CCC2=O)c(OC)c1	-23	1	0	-8	-3	4	-0.3	7	9

structure	Hck-Nef inh	EBV gp42 block	Runt-CBFb FRET	MDM2 E3 inh	Runt-SMMHC FRET	14-3-3 Bad PPI	zVAD death inh	Tb hexokinase	NCF1 inh
COC(=O)c1ccc(NC2(C#N)C(=O)Nc3ccccc32)cc1 (configuration not stated)	6	-12	1	-11	0	12	0.5	2	-8
NC(=O)c1c(NC(=O)CSc2nnc(-c3ccco3)n2N)sc2c1CCCC2	6	-11	32	-17	10	-3	-0.1	-15	-22
CC1(C)CC(O)(CCNCc2ccc3c(c2)OCO3)CCO1 (configuration not stated)	0	-10	-1	3	5	2	0.0	-7	4
COc1cc(OC)cc(C(=O)N2CCC(N3CCCCCC3)CC2)c1	-2	1	-1	4	12	66	-0.2	4	-2
COCCCN(CC(=O)Nc1ccc(N2CCOCC2)cc1)S(=O)(=O)c1ccc(Cl)cc1	9	2	2	-7	2	-9	0.3	-4	-6
COC(=O)CSc1nc(NC#N)nc(NC(C)(C)C)n1	17	-11	-1	-17	-2	-6	-0.8	-10	-10
CCC(=O)N[C@@H]1CC(C(C)(C)NC(=O)CC)CC=C1C (some centres not stated)	3	-4	-2	-12	-1	4	0.6	3	-22
O=C(C1CCN(S(=O)(=O)c2cccc3cccnc23)CC1)N1CCN(C2CCCCC2)CC1	-2	0	0	-23	3	-6	1.0	-3	-1
CCCC1CCC(c2ccc(C(=O)NN)cc2)CC1 (configuration not stated)	-2	-11	-1	12	0	6	-0.3	8	-4
C=CC[n+]1ccc2ccccc2c1C	15	-7	3	0	0	1	0.1	-9	x
CCOc1ccc(C(=O)NC2CCN(C(=O)NCc3ccccc3)CC2)cc1	0	-14	-2	2	1	-1[fluorescence artefact?]	2.3	5	-10
O=C(CCc1ccc(S(=O)(=O)NCc2ccccc2)cc1)N1CCN(Cc2ccc3c(c2)OCO3)CC1	0	-16	-1	-4	-3	8	0.0	-3	-4

An excerpt of these results, with values under each structure.
Order of values – Hck-Nef inh, EBV gp42 block, Runt-CBFb FRET, MDM2 E3 inh, Runt-SMMHC FRET, 14-3-3 Bad PPI, zVAD death inh, Tb hexokinase, NCF1 inh
> C=CC[n+]1ccc2ccccc2c1C
 : 15, -7, 3, 0, 0, 1, 0.1, -9, x
> CC1(C)CC(O)(CCNCc2ccc3c(c2)OCO3)CCO1 (configuration not stated)
 : 0, -10, -1, 3, 5, 2, 0.0, -7, 4
> O=C(C1CCN(S(=O)(=O)c2cccc3cccnc23)CC1)N1CCN(C2CCCCC2)CC1
 : -2, 0, 0, -23, 3, -6, 1.0, -3, -1
> CCC(=O)N[C@@H]1CC(C(C)(C)NC(=O)CC)CC=C1C (some centres not stated)
 : 3, -4, -2, -12, -1, 4, 0.6, 3, -22
> O=C(CCc1ccc(S(=O)(=O)NCc2ccccc2)cc1)N1CCN(Cc2ccc3c(c2)OCO3)CC1
 : 0, -16, -1, -4, -3, 8, 0.0, -3, -4

The list goes on.
structure	Hck-Nef inh	EBV gp42 block	Runt-CBFb FRET	MDM2 E3 inh	Runt-SMMHC FRET	14-3-3 Bad PPI	zVAD death inh	Tb hexokinase	NCF1 inh
COc1ccc(C2c3[nH]c4ccccc4c3CCN2CCCn2cccn2)c(C)c1C (configuration not stated)	15	1	-18	-8	-51	-15	-0.4	0	-32
COCCn1c(SCc2ccccc2F)nc2ccccc2c1=O	25	1	-6	-14	-1	8	-0.3	2	-7
Cn1nnc(NC(=O)c2ccccc2)n1	14	11	0	-10	0	-14[fluorescence artefact?]	0.6	25	-12
Cc1onc(-c2ccccc2)c1C(=O)Nc1ccc(S(=O)(=O)N2CCCCC2)cc1	22	-8	1	-12	3	3	1.6	-5	-23
O=C1c2ccccc2C(O)(c2ncc[nH]2)N1CCc1ccccc1 (configuration not stated)	-15	-14	-1	x	-8	-6	0.1	32	0
COc1cc(NC(=O)c2nnn(Cc3ccc(SC)cc3)c2N)cc(OC)c1	1	-21	0	2	1	3	17	-2	0
Cc1ccc(C(=O)NCC(=O)Nc2ccc(C)c(S(=O)(=O)Nc3ccc(Cl)cc3)c2)s1	-14	0	0	-7	2	0	1.0	-4	-22
COc1ccc(/C=C/C(=O)c2c(C)nc3ccccn23)cc1	0	-8	-5	-1	-26	7	0.1	-17	0
CCOc1ccccc1C(=O)NC(C(=O)NCc1ccc(F)cc1)C(C)C (configuration not stated)	-75	1	0	-3	2	10	0.6	-1	-9
CC1(C)CC(=O)C2=C(C1)Nc1ccccc1S2	18	38	5	-3	-18	0	1.2	-2	-6
O=C(CSc1nc(Nc2ccccc2)nc(N2CCOCC2)n1)N1CCc2ccccc21	0	-12	-3	6	-2	-19	1.6	-5	-17
CCC(COC)NCc1cn(-c2ccc(OC)cc2)nc1-c1cccc(F)c1 (configuration not stated)	17	-10	-1	3	1	-7	-0.2	10	-1

structure	Hck-Nef inh	EBV gp42 block	Runt-CBFb FRET	MDM2 E3 inh	Runt-SMMHC FRET	14-3-3 Bad PPI	zVAD death inh	Tb hexokinase	NCF1 inh
CC(=O)Nc1ccccc1NC(=O)c1ccccc1	-9	4	0	-23	1	0	1.7	-4	5
O=C(CSc1nnc(-c2cccnc2)n1Cc1ccco1)c1ccc(Br)cc1	0	-11	2	1	13	4[fluorescence artefact?]	0.0	2	-2
Cc1cc(C)n(C(=O)CNC(=O)C2COc3ccccc3O2)n1 (configuration not stated)	-6	1	1	-1	-2	-2	1.4	2	-5
COC(=O)N1[C@H](C)C=C[C@]1(Cc1ccccc1)C(=O)O	-9	-3	-1	x	1	7	-0.7	8	3
COc1ccccc1NC(=O)CN1C(=O)NC(CC(C)C)C1=O (configuration not stated)	1	-18	-3	3	0	1	0.2	-1	-4
CCN(CC)S(=O)(=O)c1cccc(-c2nnc(SCc3ncc(-c4ccccc4)o3)n2C)c1	1	-21	-6	-3	1	-4	-0.7	-10	-8
CCCCCC[N+](C)(C)CC/C=C1/c2ccccc2Sc2ccc(Cl)cc21	18	-10	-2	-8	-1	-1	1.0	14	-4
CCOc1ccccc1OC(=O)c1cc2ccccc2oc1=O	-30	8	-8	-6	-15	-2	0.4	4	-2
O=C(Cc1cccc2ccccc12)NN1C(=O)/C(=C\c2cccnc2)SC1=S	27	-3	-2	x	-3	-5	-0.5	-16	-5
CC(Oc1ccc(Cl)cc1Cl)/C(N)=N/O (configuration not stated)	6	-6	2	-12	-5	3	0.3	-2	6
